NR1D1 modulator: modulators of human Rev-erb alpha DNA binding | Rev-erbα–FITC-DNA binding, fluorescence polarization, 90 min | activity, % at 10 µM | actives 0.79% (n = 370,000) | AID 1259318;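 active means activity above about 14%, limit read from the data; passing the limit was not always enough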;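 further: 0% = DMSO wells with 35 nM protein and 100% = DMSO wells with 750 nM protein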
PG9 Ab binder: binds the HIV-1 gp120 antibody PG9; TR-FRET gp120-PG9 antibody binding; inhibition, % at 6.7 µM; actives 0.43% (n = 360,000); AID 624416; in the data active means inhibition above about 8.5%
ARFGAP1 inh: rat ARFGAP1 inhibition; Q62848; Arfgap1-stimulated ARF1 GTP hydrolysis, GDP FP detection; inhibition, % at 16.5 µM; actives 0.26% (n = 360,000); AID 651572;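 active means inhibition above a per-plate limit, mean inhibition of low control wells plus 3 SD, cut at about 25% in these data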;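 further: 0% = DMSO wells with enzyme and 100% = wells lacking Arfgap1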
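Material – truncated rat Arfgap1 GAP domain · Buffer or medium – HEPES-based buffer, pH 7.5 · Reagent – human ARF1(Δ1-17)-GTP substrate · Dosing – 16.5 µM single point, 1.26% DMSO · Schedule – GTP hydrolysis reaction 2 h at 25 °C · Technique – GDP detection by fluorescence polarization · Benchmarks – No-Arfgap1 wells (100%) versus DMSO full-reaction wells (0%) · Repeats – single replicate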
HTRA1 inh: blocks human HTRA1 serine peptidase; recombinant HTRA1, FP-rhodamine activity-based probe, fluorescence polarization; Q92743; actives 0.5% (n = 340,000); inhibition, % at 5.96 µM; in the data active means inhibition above about 36%;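 further: 0% = enzyme with DMSO and 100% = wells lacking enzyme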
SMARCA2 act: activators of SMARCA2 function; MG213 cells, MMTV-luciferase reporter, dexamethasone, overnight; activation, % at 9.1 µM; actives 1% (n = 370,000); AID 652017; in the data active means activation above about 7.8%;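 further: 0% = vehicle wells and 100% = reference activator wells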
NPR1 activator: GC-A (human) enzyme activation | P16066 | HEK293 GC-A cells, cGMP TR-FRET, EC30 ANP; 0% at EC30 ANP, 100% saturating ANP | activation, % at 10 µM | actives 0.14% (n = 370,000); in the data active means activation above about 40%
GC-B act: GC-B (human) receptor activation; P20594; HEK293-GC-B cells, CNP EC30, cGMP TR-FRET; 0% at EC30 CNP, 100% saturating CNP; activation, % at 10 µM; actives 0.11% (n = 370,000);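 active means activation at 10 µM reaching about 35% in either raw or pattern-adjusted values, limit read from the data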
Target sequence (P20594 whole entry, looked up): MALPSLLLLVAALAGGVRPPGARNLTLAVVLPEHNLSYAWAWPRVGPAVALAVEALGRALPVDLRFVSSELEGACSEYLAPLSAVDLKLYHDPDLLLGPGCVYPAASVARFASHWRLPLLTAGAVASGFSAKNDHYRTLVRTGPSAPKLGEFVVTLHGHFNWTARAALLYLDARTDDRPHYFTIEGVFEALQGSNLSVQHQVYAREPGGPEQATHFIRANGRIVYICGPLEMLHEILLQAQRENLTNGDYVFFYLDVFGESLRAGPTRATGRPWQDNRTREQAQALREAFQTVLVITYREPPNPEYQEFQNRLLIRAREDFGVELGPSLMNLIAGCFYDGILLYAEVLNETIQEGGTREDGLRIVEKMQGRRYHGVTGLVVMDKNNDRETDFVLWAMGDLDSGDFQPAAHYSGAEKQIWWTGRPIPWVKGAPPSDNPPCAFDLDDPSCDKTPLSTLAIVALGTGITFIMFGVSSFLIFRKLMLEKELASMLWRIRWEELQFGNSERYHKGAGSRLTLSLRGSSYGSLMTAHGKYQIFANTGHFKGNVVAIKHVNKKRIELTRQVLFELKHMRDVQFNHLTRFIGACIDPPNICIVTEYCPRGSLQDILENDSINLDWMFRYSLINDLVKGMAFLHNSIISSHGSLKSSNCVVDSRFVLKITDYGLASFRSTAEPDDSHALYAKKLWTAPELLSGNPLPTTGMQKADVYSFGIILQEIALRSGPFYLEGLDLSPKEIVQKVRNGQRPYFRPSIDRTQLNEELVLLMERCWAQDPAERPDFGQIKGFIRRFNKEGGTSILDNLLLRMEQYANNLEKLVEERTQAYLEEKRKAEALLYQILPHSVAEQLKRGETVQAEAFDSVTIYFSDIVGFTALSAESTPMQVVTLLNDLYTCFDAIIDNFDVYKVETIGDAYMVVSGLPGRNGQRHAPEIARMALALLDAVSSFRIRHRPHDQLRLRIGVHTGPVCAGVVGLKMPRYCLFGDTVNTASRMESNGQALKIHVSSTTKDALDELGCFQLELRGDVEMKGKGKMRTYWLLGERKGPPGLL
ABHD4 inh: ABHD4 (mouse) inhibition, primary FP screen; inhibition, % at 8.92 µM; purified mABHD4, FP-Rh probe fluorescence polarization; Q8VD66; actives 0.54% (n = 370,000);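 active means inhibition exceeding the mean over every tested compound plus 3 SD, cut at about 30% in these data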;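 further: 0% = plate median of compound wells and 100% = S159A mutant with DMSO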
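system = mouse ABHD4 enzyme, wild type | medium = HEPES pH 7.0, NaCl, Pluronic buffer | also added = FP-Rh probe | incubation = Enzyme–compound pre-incubation 45 min, then probe 60 min, both 25 °C | technique = fluorescence polarization, excitation 525 nm, emission 598 nm, BODIPY TMR filters | controls = S159A mutant high control, sample median low control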
ASAP1 GAP inh: inhibitors of human ASAP1 ArfGAP activity; Q9ULH1; ASAP1-stimulated ARF1 GTP hydrolysis, GDP FP detection; inhibition, % at 16.5 µM; actives 0.19% (n = 360,000); AID 624377; in the data active means inhibition above about 25%;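 further: 0% = vehicle with enzyme and substrate and 100% = no enzyme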
rCAG binder: molecules binding r(CAG) RNA repeats. r(CAG) RNA repeat, TO-PRO-1 dye displacement fluorescence. inhibition, % at 3 µM. actives 1.3% (n = 370,000). AID 651821;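 active means inhibition above the plate cutoff, the mean of all test compounds on that plate plus 3 SD, cut at about 35% in these data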;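 further: 0% = DMSO alone and 100% = 100 µM mitoxantrone as full dye displacement; higher means more dye released from RNA so lower well fluorescence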
Starred values were filed as active, the others as inactive; . = not tested or not shown.

Molecule,NR1D1 modulator,PG9 Ab binder,ARFGAP1 inh,HTRA1 inh,SMARCA2 act,NPR1 activator,GC-B act,ABHD4 inh,ASAP1 GAP inh,rCAG binder
Cc1cccc2cc3c(NC(=O)C(C)C)nn(C)c3nc12,-2,-2.7,2,-1,1,6,-2,1,5,4
Cc1ccc(Cl)cc1N1CCN(Cc2nnnn2C2CCCCC2)CC1,3,1.0,1,-35,0,-10,4,-6,-14,-3
O=Cc1ccc(OCc2cn3ccccc3n2)cc1,-11,-2.1,0,1,-7,-2,0,-5,-4,0
CCn1nnc(NC(=O)c2cccc(-c3cc4ccccc4oc3=O)c2)n1,-3,0.9,5,-12,5,3,6,3,0,7
COC(=O)C(C)Sc1nnc(-c2ccncc2)o1 (configuration not stated),1,3.2,1,6,-3,-5,-4,-2,0,-1
CCc1cc2c(C)ccc(C)c2nc1SCC(=O)Nc1c(C)[nH]c(=O)[nH]c1=O,-3,3.2,-5,2,-3,-3,-2,-7,-8,4
COC(=O)c1cc(CNC(=O)CC(C)c2ccccc2)ccc1OC (configuration not stated),3,-1.8,4,2,0,3,1,5,8,-4
O=C(Nc1ccc(F)cc1)Nc1nnc(-c2ccccc2)o1,2,-0.4,-5,4,-2,-2,4,9,1,-2
CCCN(CCO)Cc1ccc(Br)cc1,-1,-0.4,14,3,-2,1,2,10,-1,-1
Cn1nc(C(C)(C)C)cc1NC(=O)C1(C)CCN1C(=O)CC(c1ccccc1)c1ccccc1 (configuration not stated),1,1.6,0,.,2,-4,-2,-14,-2,0
Cc1cc(C)nc(SCCC(=O)Nc2ccccc2C)n1,4,-0.6,10,4,0,8,-8,4,5,-1
COc1ccc(-n2cc(-c3ccccc3)[nH]c2=S)cc1,6,1.5,6,-2,7,1,0,3,8,4
COc1ccc(C(=O)COC(=O)c2ccc(OC)c(OC)c2)cc1OC,-5,-3.5,0,5,-3,4,6,-7,-1,-4
O=C(Nc1ccc(C(=O)N2CCN(c3ccccc3F)CC2)cc1)C1=CSCCO1,-4,-2.6,7,-6,-2,0,0,2,2,-5
CC1c2nc3ccccc3n2C(CC(=O)NCc2ccccn2)C(=O)N1Cc1ccccc1 (configuration not stated),-9,0.3,7,-3,4,0,1,-4,0,-5
CCCCCn1c(CN2CCN(c3cc(Cl)ccc3C)CC2)nc2c1c(=O)[nH]c(=O)n2C,-2,-0.9,8,-6,0,-20,-6,-3,-4,0
O=C(COC(=O)c1cnccn1)c1ccc(-c2ccccc2)cc1,2,3.4,3,-5,0,7,-1,-11,-5,1
O=C(NCc1cccc(Cl)c1)c1cc(=O)[nH]c2ccccc12,16,5.3,-9,-6,-4,-12,-6,-11,4,-2
COc1cc(NC(=O)c2ccccc2)c(OC)cc1NC(=O)Cc1ccc(Br)cc1,1,0.1,-8,-3,1,-1,-3,2,-2,0
CC1(C)CC2CN(C(=O)Cc3ccccc3)C(C)(C2)C1 (configuration not stated),-2,-0.1,10,-3,-2,-2,3,3,6,-6

Going on with the list:
Short forms – A = NR1D1 modulator; B = PG9 Ab binder; C = ARFGAP1 inh; D = HTRA1 inh; E = SMARCA2 act; F = NPR1 activator; G = GC-B act; H = ABHD4 inh; I = ASAP1 GAP inh; J = rCAG binder
mol: CC(=O)N1CCN(C(=O)CSc2cc(C)c(Br)cc2C)CC1
  A: -6	B: -0.6	C: 3	D: -1	E: -2	F: 1	G: -2	H: -3	I: 8	J: -8
mol: Cc1nc2c3ccccc3nc(SCC(=O)c3ccc(Cl)cc3)n2n1
  A: 2	B: 3.4	C: 11	D: -7	E: -2	F: 5	G: -2	H: 3	I: -10	J: 3
mol: Cc1ccnc(NC(c2ccccc2)c2ccc3cccnc3c2O)c1 (configuration not stated)
  A: 3	B: 0.6	C: 0	D: 15	E: -7	F: -7	G: -5	H: 12	I: -5	J: 7
mol: OCCNc1c2ccccc2nc2c(F)c(F)c(F)c(F)c12
  A: 11	B: -3.3	C: 3	D: 0	E: 6	F: -10	G: -6	H: 7	I: 4	J: -4
mol: CCOc1ccccc1NC(=O)C1CCCN(S(=O)(=O)c2ccc3c(c2)C(C)(C)C(=O)N3C)C1 (configuration not stated)
  A: 4	B: 0.0	C: 6	D: 2	E: -1	F: -4	G: 1	H: 0	I: -2	J: 2
mol: C/C(=N\NC(=O)COc1ccccc1-c1ccccc1)c1ccc(O)cc1O
  A: 10	B: -3.4	C: -2	D: -33	E: -4	F: -19	G: -13	H: -10	I: 18	J: 10
mol: Cc1ccc(NC(=O)/C(=C/c2cccs2)NC(=O)c2ccco2)c(C)c1
  A: -4	B: -0.6	C: 0	D: 6	E: -4	F: 1	G: 6	H: 1	I: 2	J: -2
mol: COc1cc2c(c(OC)c1O)C(=O)CO2
  A: -1	B: 0.1	C: -2	D: -4	E: -1	F: 0	G: 1	H: 4	I: 9	J: 3
mol: CCOc1ccc(NC(=O)c2ccc(NC(=O)c3ccc(NC(N)=O)cc3)cc2)cc1
  A: -8	B: 0.3	C: 12	D: .	E: 6	F: -4	G: 1	H: -2	I: 3	J: 4
mol: COc1ccc(C(=O)NCc2nnc(SCC(=O)c3ccc(F)cc3)n2C)cc1OC
  A: 5	B: -0.9	C: -1	D: 0	E: 0	F: 1	G: 0	H: 8	I: 3	J: -6
mol: COc1ccc([C@H]2CC(=O)C=C(c3ccc(F)nc3)C2)cc1OC
  A: 4	B: -2.0	C: 5	D: 3	E: 0	F: 1	G: 1	H: -8	I: 2	J: 0
mol: CC(=O)Nc1nc(-c2ccc3ccccc3c2)cs1
  A: 3	B: -0.8	C: 8	D: 0	E: 6	F: 5	G: -8	H: -3	I: 0	J: 0
mol: CCOc1ccc(CN2CCN(Cc3c[nH]c4ccccc34)CC2)cc1
  A: 3	B: -0.1	C: -4	D: 2	E: -1	F: 0	G: -3	H: 16	I: -4	J: 3
mol: COc1cccc(CNC(=O)[C@@H](C)N2C(=O)N3CCc4c([nH]c5ccc(OC)cc45)C3(C)C2=O)c1 (some centres not stated)
  A: 6	B: -2.2	C: 13	D: -17	E: -1	F: -3	G: -18	H: -2	I: 6	J: 2
mol: Cc1cccc(C)c1NC(=O)CCCSc1nnc(-c2ccc(F)cc2)n1-c1ccccc1
  A: -2	B: -1.2	C: -2	D: -22	E: -3	F: 2	G: 11	H: -4	I: -4	J: -5
mol: Cc1ccc(NS(=O)(=O)c2cn(C)c(=O)n(C)c2=O)c(C)c1
  A: 0	B: -0.9	C: -1	D: 3	E: -2	F: 1	G: 2	H: -4	I: 2	J: -2
mol: CC(NCc1ccc(S(N)(=O)=O)cc1)C(=O)Nc1cccc(Cl)c1 (configuration not stated)
  A: -5	B: 1.5	C: -18	D: 5	E: -1	F: 3	G: 1	H: -4	I: -13	J: 2
mol: CCCN(CCC)C(=O)C1CCC(CNS(=O)(=O)c2cccc3nsnc23)CC1 (configuration not stated)
  A: 3	B: -2.1	C: -5	D: -8	E: -2	F: 4	G: 0	H: 4	I: -2	J: -9
mol: Cc1cccc(NC(=O)C2CCCN(S(=O)(=O)c3ccc4[nH]c(=O)ccc4c3)C2)c1 (configuration not stated)
  A: 6	B: 3.5	C: 11	D: -11	E: 1	F: -6	G: 1	H: 1	I: -6	J: 4
mol: Cc1cc(C(=O)NC2CC(C)(C)Cc3c2cnn3-c2ccc(F)cc2)nn1C (configuration not stated)
  A: 5	B: -3.2	C: 0	D: 0	E: 0	F: 0	G: -3	H: -4	I: 3	J: -7
mol: COc1cccc2cc(C(=O)C3=C(O)C(=O)N(CCN(C)C)C3c3ccc(Cl)cc3)oc12 (configuration not stated)
  A: 0	B: 14*	C: 7	D: -1	E: 0	F: -1	G: -6	H: 2	I: -3	J: 7
mol: O=C1CCCN1C(=O)CSc1nnnn1-c1ccccc1
  A: 2	B: -0.3	C: 3	D: 3	E: -1	F: 2	G: 1	H: 3	I: 6	J: 1
mol: O=[N+]([O-])c1cccc(S(=O)(=O)NCCOc2cccc3cccnc23)c1
  A: 8	B: 0.5	C: 1	D: 1	E: 0	F: -1	G: 2	H: 2	I: 8	J: -4
mol: COc1ccc(CCNC(=O)C2CCN(Cc3nc(-c4ccc(Cl)cc4)oc3C)CC2)cc1OC
  A: 5	B: -1.5	C: 6	D: 7	E: -3	F: 0	G: -1	H: 4	I: 3	J: -7
mol: CCCCNC(=O)C1(C)CCCCN1C(=O)c1cc(C#N)cs1 (configuration not stated)
  A: 6	B: 0.2	C: 4	D: .	E: -2	F: 7	G: 2	H: 5	I: -10	J: -1
mol: CCc1nnc(NC(=O)CSc2nnc(CNc3cccc(Cl)c3)n2CC)s1
  A: -4	B: -0.2	C: 10	D: -12	E: 2	F: -3	G: 1	H: 0	I: 8	J: 0
mol: COC(=O)Cn1c(CCS(=O)(=O)c2ccc(Cl)cc2)nc2ccccc21
  A: -1	B: -1.6	C: -4	D: 0	E: 3	F: 0	G: -5	H: -1	I: -2	J: 0
mol: O=C(O)c1cc([N+](=O)[O-])ccc1NCc1ccccn1
  A: 1	B: -1.1	C: 7	D: 5	E: 0	F: -2	G: 6	H: 1	I: -4	J: 6
mol: Cn1c(=O)[nH]c(=O)c2c1nc(N1CCCCC1)n2CC(O)COc1ccc([N+](=O)[O-])cc1 (configuration not stated)
  A: 1	B: -1.0	C: -10	D: -1	E: -2	F: -4	G: -4	H: -2	I: -13	J: -4
mol: Cc1cc(NC(=O)CSc2nc3ccccc3cc2C#N)no1
  A: 27*	B: -9.7	C: -3	D: -2	E: 2	F: -18	G: -9	H: 6	I: 7	J: 2
mol: C=CCN=C1NC(c2ccc(F)cc2)C(C(=O)OC)=C(C)N1Cc1ccccc1C(F)(F)F (configuration not stated)
  A: -2	B: 0.2	C: 9	D: .	E: -1	F: -23	G: -20	H: 10	I: 25*	J: 3
mol: CCCCCCCOC(=O)C[N+](C)(C)CCOC1CC2CCC1(C)C2(C)C (configuration not stated)
  A: -2	B: -1.2	C: -2	D: 14	E: -8	F: -5	G: -8	H: 38*	I: 3	J: 8
